Vif-APOBEC3G blk: inhibitors of Vif-APOBEC3G interaction; Q9HC16; HeLa A3G-eYFP + Vif (tagged APOBEC3G with the HIV-1 protein that degrades it), YFP fluorescence, overnight; Potency, µM (doses to about 46.1 µM), without a hit: at the highest dose activity, negative = active, most hits filed as inhibitors; hit rate 0.076% among 410,000; AID 602310;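 note: potency is the fitted concentration of half-maximal effect; % is set by controls: 0 for no effect and ±100 for the full control effect; nearly all actives have a fitted effect of over 60% in size; hits raise eYFP signal because A3G escapes Vif-driven loss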
Target sequence (Q9HC16 whole entry, looked up): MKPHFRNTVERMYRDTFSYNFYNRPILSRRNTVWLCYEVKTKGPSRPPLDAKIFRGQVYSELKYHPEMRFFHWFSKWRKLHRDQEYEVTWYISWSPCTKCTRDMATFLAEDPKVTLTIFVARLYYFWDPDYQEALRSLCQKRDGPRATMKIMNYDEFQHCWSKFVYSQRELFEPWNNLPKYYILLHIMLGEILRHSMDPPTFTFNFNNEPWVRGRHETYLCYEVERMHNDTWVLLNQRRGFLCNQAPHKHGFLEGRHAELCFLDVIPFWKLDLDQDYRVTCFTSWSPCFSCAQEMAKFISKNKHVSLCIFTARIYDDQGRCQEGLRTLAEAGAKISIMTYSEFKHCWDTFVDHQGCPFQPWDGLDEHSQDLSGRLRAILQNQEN
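HeLa cells stably expressing Vif and C-terminally eYFP-tagged A3G, seeded overnight at 37 deg C, then exposed to compound by pintool overnight at 37 deg C. Rise in yellow fluorescence (Ex 488/Em 500-530, Acumen) marks blocked Vif-driven A3G degradation.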
IDH1 R132H inh: human IDH1 R132H inhibition; O75874; hit rate 0.093% among 390,000; Potency, µM (series often up to 76.6 µM), for the others: at the highest dose activity change, negative = inhibition, actives largely listed as inhibitors; IDH1-R132H enzyme, NADPH consumption, diaphorase/resazurin fluorescence; AID 602179; note: potency is the fitted concentration of half-maximal effect; % is set by controls: 0 for no effect and ±100 for the full control effect; nearly all actives have a fitted effect of over 65% in size
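IDH1-R132H (0.5 ug/mL dispensed) in pH 7.5 Tris buffer was preincubated 30 min with compound, then given a substrate mix of 0.016 mM NADPH and 2 mM alpha-KG for 80 min at room temperature; remaining NADPH was read by diaphorase/resazurin fluorescence.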
USP1 inh: inhibitors of human USP1/UAF1 deubiquitinase; recombinant USP1/UAF1, Ub-Rhodamine cleavage fluorescence; Potency, µM (top dose mostly 57.1 µM), for inactives: at the top dose activity change, negative = inhibition, actives largely listed as inhibitors; hit rate 0.23% among 390,000; O94782; note: potency is the fitted concentration of half-maximal effect; % is set by controls: 0 for no effect and ±100 for the full control effect; nearly all actives have a fitted effect of over 60% in size; inactives centre near -12
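In this screen, compounds sit with the deubiquitinase complex (1nM) for 15 min at room temperature before Ub-Rho is added at 150nM final. Fluorescence rise is then followed for 6 reads every 60 seconds.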
Glioma ERSR ind: inducers of ER stress response in human glioma cells; U87-MG GRP78 promoter luciferase reporter, 16 h; Potency, µM, without a hit: top-dose activation, most hits filed as activators; hit rate 0.02% among 420,000; AID 602332; note: potency is the fitted concentration of half-maximal effect; series mostly up to about 76 µM; % of control where 0% means no effect; nearly all actives have a fitted effect of over 35% in size
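Stably transfected U87-MG human glioma cells carrying a GRP78-based luminescent sensor were seeded at 1000 cells/well, pin-dosed with compounds and incubated 16 h. Luciferase reagent was then added, and end-point luminescence was read after 10 min at room temperature.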
PI4K2A block: blocks human PI4K2A kinase activity | purified PI4K2A, ADP-Glo luminescence, 1 h; stronger effect = lower value | activity change, negative = inhibition, % at 76.9 µM | hit rate 0.13% among 420,000; in the data active = activity change below about -50%; inconclusive = mostly about -30% to -49%;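 note: -100% = wells without enzyme as full effect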
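ADP-Glo luminescence measured ADP generated by PI4K2A enzyme (4 ug/mL before mixing) with 1.2 mM PI substrate (pre-mix) and 300 microM ATP (pre-mix). Tris pH7.5 buffer with MgCl2, Triton X-100; 1 h reaction at ambient temperature.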
LDHA inh: blocks human lactate dehydrogenase A; purified LDHA, NADH/diaphorase-resazurin fluorescence; stronger effect = lower value; activity change, % (values are at about 110 or 230 µM); AID 1347041; P00338; hit rate 0.15% among 480,000; in the data active = activity change below about -30%; inconclusive = mostly about -25% to -30%;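 note: plate controls were DMSO wells for no effect and wells without enzyme for full effect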
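Remaining NADH was detected by diaphorase (0.133 mg/mL) converting 37 µM resazurin to fluorescent resorufin, read at 0 and 20 minutes. The preceding 5-minute room-temperature reaction used 2 nM LDHA, 0.2 mM sodium pyruvate and 0.06 mM NADH at pH 7.4.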
RXFP1 agonist: RXFP1 (human) receptor agonism. Q9HBX9. HEK293T-RXFP1 cAMP TR-FRET, 30 min; response scale: percent of porcine relaxin response, buffer zero. Potency, µM (titrated, usually from 57.5 µM), without a hit: at the top dose activation, actives largely listed as activators. hit rate 0.3% among 370,000; note: potency is the fitted concentration of half-maximal effect; % is set by controls: 0 for no effect and ±100 for the full control effect; nearly all actives have a fitted effect of over 60% in size; many of its hits are not listed in these tables
Target sequence (Q9HBX9 whole entry, looked up): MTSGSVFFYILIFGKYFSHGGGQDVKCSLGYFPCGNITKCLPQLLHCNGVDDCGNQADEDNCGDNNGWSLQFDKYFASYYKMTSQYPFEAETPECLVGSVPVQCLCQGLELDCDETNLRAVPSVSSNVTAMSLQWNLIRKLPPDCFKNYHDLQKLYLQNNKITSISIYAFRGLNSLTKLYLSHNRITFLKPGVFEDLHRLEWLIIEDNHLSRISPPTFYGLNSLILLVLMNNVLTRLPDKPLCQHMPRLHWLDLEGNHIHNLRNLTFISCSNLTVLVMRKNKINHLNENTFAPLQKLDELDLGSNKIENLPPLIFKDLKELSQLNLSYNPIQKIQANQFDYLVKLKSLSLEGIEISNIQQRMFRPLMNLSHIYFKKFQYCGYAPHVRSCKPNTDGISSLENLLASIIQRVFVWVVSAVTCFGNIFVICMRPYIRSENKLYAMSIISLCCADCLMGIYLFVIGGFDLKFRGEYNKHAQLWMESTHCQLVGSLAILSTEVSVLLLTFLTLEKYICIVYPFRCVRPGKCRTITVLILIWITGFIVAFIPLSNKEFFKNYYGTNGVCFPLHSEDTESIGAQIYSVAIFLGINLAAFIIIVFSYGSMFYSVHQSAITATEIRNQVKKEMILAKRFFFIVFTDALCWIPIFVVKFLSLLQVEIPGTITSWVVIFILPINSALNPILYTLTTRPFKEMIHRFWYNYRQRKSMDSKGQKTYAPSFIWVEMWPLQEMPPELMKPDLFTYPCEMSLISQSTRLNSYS
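HEK293T cells stably expressing RXFP1 were pretreated with the PDE4 inhibitor Ro 20174, exposed to compounds for 30 min at 37C, lysed, and cAMP was read by TR-FRET. Data normalized to buffer (basal) and 29 nM porcine relaxin (100%).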
Vif-A3F inh: inhibitors of Vif-A3F interaction. HeLa A3F-eYFP + Vif (tagged APOBEC3F with the HIV-1 protein that degrades it), YFP fluorescence increase. Potency, µM (highest dose often 46.1 µM), for inactives: top-dose activity, negative = active. hit rate 0.2% among 390,000. AID 602313; note: potency is the fitted concentration of half-maximal effect; % of control where 0% means no effect; nearly all actives have a fitted effect of over 65% in size
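HeLa cells stably expressing Vif plus C-terminally eYFP-tagged A3F were seeded, incubated overnight at 37 deg C, dosed with compound, incubated overnight again at 37 deg C. Yellow fluorescence (Ex 488/Em 500-530) reported blocked Vif-mediated A3F-eYFP degradation.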
TrxR1 substrate: rat thioredoxin reductase 1 substrate activity; AID 588456; hit rate 0.01% among 390,000; purified TrxR1 substrate turnover, NADPH consumption readout; O89049; Potency, µM (series often up to 114 µM), without a hit: at the highest dose activity change, negative = substrate turnover; note: potency is the fitted concentration of half-maximal effect; % is set by controls: 0 for no effect and ±100 for the full control effect; nearly all actives have a fitted effect of over 50% in size
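Rat TrxR1, dispensed at 90 nM, was prereduced with 400 uM NADPH (final) for 5 min at ~22 deg C, then incubated with compound 15 min before 400 uM selenite. A first-read NADPH fluorescence drop versus no-compound background flagged substrates.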
Starred values were filed as active, the others as inactive; ? = inconclusive; . = no result given; & = joins results of further samples; [ ] = remark or other dose. Unless noted, calls come from the whole dose curve; as a rule, active = well fitted curve in the direction sought with a large enough effect; inconclusive = small, poorly fitted or top-dose-only effect, or another doubt; inactive = no such curve, though single readings can be large; an effect the other way counts as inactive or inconclusive. The list is partial; count on the stated rates, not on these rows.

Values run as follows: PI4K2A block | IDH1 R132H inh | USP1 inh | Vif-A3F inh | TrxR1 substrate | Glioma ERSR ind | Vif-APOBEC3G blk | LDHA inh | RXFP1 agonist
#1 Cc1ccc(S(=O)(=O)N2CCOCC2)cc1NC(=O)COc1ccc(-c2nnco2)cc1
    -5 | 8% | 2% | 11% | 7%[57.1 µM] | -2% | 0% | -7 | 0.4%
#2 CC(C)(C)c1ccc(CC(=O)N2CCC2(C)C(=O)NS(=O)(=O)c2ccc(Cl)cc2)cc1 (stereo not drawn)
    2 | . | . | . | . | -2% | 1% | -7 | .
#3 CCCCN(CCCC)CCNC(=O)CN1C(=O)CSc2ccc(S(=O)(=O)N3CCCCC3)cc21
    11&0 | 4%&-1% | -17%&1% | 6%&-1% | 3%&1%[57.1 µM] | -4%&0% | 2%&-1% | -1&2 | 0.1%&0.3%
#4 COCCN1C(=O)N(C)[C@@H](c2ccccc2)C(C(C)=O)=C1C
    -3 | -6%[38.3 µM] | -15% | 1% | -9% | -5% | 8% | -3 | 0.0%
#5 CC(C)[C@H](NC(=O)c1ccco1)C(=O)Nc1ccc(N2CCCCCC2)cc1
    4 | -3% | ? | -2% | . | -5% | 0% | -4 | .
#6 COc1cccc(/C=N/NC(=O)c2ccc(=O)n(C)c2)c1O
    -10 | -2% | -17% | 16% | 8%[57.1 µM] | -2% | -2% | 9 | 1.9%
#7 CN(C(=O)CSc1nnc(C2CC2)n1C)C1CCCc2ccccc21 (stereo not drawn)
    0 | 1% | -6% | 6% | -11% | 0% | 1% | -1 | 0.5%
#8 Cc1ccc(NC(=O)CSc2ncnc3ccccc23)cc1S(=O)(=O)N1CCCCCC1
    0 | 1% | -17% | -2% | -2% | -3% | 2% | -7 | 3.8%
#9 C/C(=N\NC(=O)c1ccc(CN2CCOCC2)cc1)c1ccc([N+](=O)[O-])cc1
    -3 | 2% | -10% | -1% | -7% | -3% | 5% | -1 | -1.3%
#10 COc1cc2c(cc1OC)C(C)N(C(=O)c1c(-c3ccccc3)noc1C)CC2 (stereo not drawn)
    7 | -4% | -9% | -5% | -2% | 0% | ? | -2 | 3.1%
#11 Cc1cc2oc(=O)cc(-c3cc4ccccc4o3)c2cc1O
    -7 | -6% | -21% | 1% | -2% | -1% | 4% | -5&4 | 1.7%
#12 COC(=O)c1sccc1NC(=O)c1cc(-c2ccc(C)cc2C)nc2ccccc12
    -4 | 0% | -29% | 0% | -7%[57.1 µM] | -2% | -2% | -3 | 2.8%
#13 CCN1CCN(C(C(=O)NC2CCCCC2)c2ccnc3ccccc23)CC1 (stereo not drawn)
    -5 | . | . | . | . | -2% | -4% | -1 | .
#14 COc1ccc2[nH]c(C(=O)N/N=C/c3ccc(O)cc3O)cc2c1
    1 | -3% | -22% | -3% | 12%[57.1 µM] | -5% | 0% | -8 | -4.3%
#15 OCC1(CO)COC(/C=C/c2ccccc2)=N1
    -3 | 0% | -14% | -4% | -1% | -3% | 5% | -9 | 2.1%
#16 CC(C)c1ccc(CN2C(=O)NC3(CCCCCC3)C2=O)cc1
    8 | 0% | -21% | -1% | 2%[57.1 µM] | 0% | 1% | -3 | 1.4%
#17 CCn1c(Cc2ccccc2)n[nH]c1=S
    3 | 5% | -17% | 3% | 8% | -1% | -6% | -9 | 3.6%
#18 Nc1nc(NC(=O)/C=C\C(=O)O)nn1-c1ccccc1
    -4 | 13% | -16% | ? | -12%[57.1 µM] | -3% | 0% | 3 | 0.5%
#19 O=C(N/N=C/c1ccccc1OCc1ccccc1Cl)c1cccnc1
    1 | -7% | -21% | -11% | -11% | -1% | -17% | -2 | 0.5%
#20 N#C/C(=C\c1c[nH]c2ccccc12)c1nnc2n1CCCCC2
    14 | 3% | -16% | 9% | -2%[57.1 µM] | 3% | 5% | -5 | -0.2%
#21 O=C(NNC(=O)C1CCN(Cc2cccc(F)c2)CC1)c1cccc(Cl)c1
    -3 | -2% | -2% | 1% | 14% | -7% | 2% | 2 | 0.6%
#22 Nc1cc(N)nc(SCc2ccccc2Cl)n1
    7 | 3% | -8% | 0% | . | 0% | -1% | 3 | .
#23 Cc1cccc(C)c1Nc1nnc(SCC(=O)c2ccc3c(c2)NC(=O)CO3)s1
    -2 | 4% | 0% | -3% | -5% | -1% | 1% | 0 | -0.2%
#24 O=C(c1cccc(C(F)(F)F)c1)C1CCCN(C(=O)CN2CCOC2=O)C1 (stereo not drawn)
    -3 | 3% | -10% | 10% | 5% | 0% | -1% | -6 | 2.6%
#25 CCOc1ccc(NC(=O)c2cc(S(=O)(=O)NC3CCCC3)ccc2F)cc1
    4 | -16% | -11% | 1% | -4%[57.1 µM] | 1% | 6% | -4 | 2.5%
#26 CC[n+]1c(/C=C/Nc2ccccc2)oc2ccccc21
    8 | 5% | -6% | 11µM* | 5%[57.1 µM] | -3% | 7.9µM* | 15 | 1.1%
#27 COc1ccc(O)c(/C=C(\C#N)C(=O)Nc2cccnc2)c1
    0 | 17% | ? | -7% | 16% | 3% | 0% | 4 | -1.3%
#28 COc1ccc(NC(=O)CC2C(=O)N(c3ccc(F)cc3)C(=S)N2NC(=O)c2ccccc2)cc1 (stereo not drawn)
    4 | 0% | -20% | 0% | -1% | 0% | 4% | -6 | 3.8%
#29 CCOC(=O)C(=Cc1ccc2c(c1)OCO2)c1ccccc1
    -7 | 0% | -17% | -1% | 4% | 0% | -9% | -3 | .
#30 Cc1ccccc1CSCC(=O)NC(=O)NC(C)(C)C
    3 | 0% | -5% | -9% | 4% | 0% | -1% | -2 | -1.2%
#31 Cc1ccc2c(c1)C(=O)OC(C(=O)Nc1ccccc1C(=O)O)C2 (stereo not drawn)
    -2 | 50%[activator] | 0% | 1% | 6%[57.1 µM] | 0% | -2% | 2 | 1.3%
#32 CCC(=O)Nc1cccc(NC(=S)NC(=O)c2ccc(C)cc2)c1
    -2 | -1% | -11% | -5% | 0% | 2% | 0% | -7 | 1.4%
#33 Cc1ccc(CNC(=O)c2ccc3c(c2)S(=O)(=O)c2ccccc2C3=O)o1
    -9 | -1% | -23% | -21% | 8%[57.1 µM] | 1% | -3% | -1 | .
#34 Cc1ccc(NC(=O)CCC(=O)c2cccs2)c(O)c1
    1 | 2% | -10% | -7% | -4% | 4% | -5% | 1 | 5.5%
#35 CCOC(=O)N1CCN(C(=O)Cc2ccc(-n3c(=O)[nH]c4ccccc4c3=O)cc2)CC1
    5 | -3% | -13% | 0% | 6%[57.1 µM] | -3% | -1% | -4 | 2.3%
#36 O=C(CSc1nnc(-c2cccnc2)o1)Nc1ccccn1
    -1 | 5% | -15% | -10% | -6% | -4% | 1% | -4 | 0.7%
#37 COc1cccc(NC(=O)CSc2nnc3c(n2)[nH]c2ccc(C)cc23)c1
    -7 | -7% | -6% | -6% | 3%[57.1 µM] | -1% | -1% | -10 | 1.1%
#38 CC(=O)Nc1ccc(NC(=O)CS(=O)(=O)Cc2ccccc2)cc1
    1 | 4% | -13% | -9% | 0% | -5% | 1% | -1 | -0.9%
#39 O=[N+]([O-])c1ccccc1/C=N/n1c(-c2ccccc2)n[nH]c1=S
    1 | -5% | -13% | 1% | -5% | -1% | -14% | -6 | -2.3%
#40 COc1ccc(OC)c(-c2nc3cc4ccccc4cc3nc2-c2ccccc2)c1
    -5 | 0% | -16% | 2% | -8% | 5% | 0% | -1 | 2.7%
#41 Cc1ccc(-c2nc(C3CCCN(S(=O)(=O)c4ccc(C(F)(F)F)cc4)C3)no2)cc1 (stereo not drawn)
    -8 | 3% | 0% | 9% | -9% | 0% | 1% | -3 | 0.1%
#42 CCc1ccc(N(CC(=O)NCc2ccco2)C(=O)CCC(=O)Nc2nccs2)cc1
    -4 | -5% | -19% | 1% | ? | -3% | 0% | -10 | 2.1%
#43 COc1cc(/C=N/NC(=O)C2c3ccccc3Oc3ccccc32)ccc1O
    -2 | 0% | -21% | ? | -9% | 3% | -21% | -2 | 2.8%
#44 O=C(NC1(C(F)(F)F)N=C2SCCN2C1=O)C1CCCCC1 (stereo not drawn)
    -17 | 0% | -16% | -4% | 1%[57.1 µM] | -2% | 0% | 1 | 2.0%
#45 CCN1CCC(NC(=O)Nc2ccc(F)cc2F)CC1
    0 | 8% | -2% | -3% | -3%[57.1 µM] | 1% | 1% | -5 | 0.1%
#46 CCN(CC)CCNC(=O)CS(=O)Cc1nc(-c2ccccc2Cl)oc1C (stereo not drawn)
    0 | 0% | -6% | -3% | 12% | -7% | 0% | -1&5 | -0.3%
#47 COc1cccc(CNC(=O)C(NS(=O)(=O)c2cccs2)C(C)C)c1 (stereo not drawn)
    6 | 13% | -24% | 3% | 4% | -5% | 0% | 3 | 11%
#48 Cc1ccccc1OCc1n[nH]c(=S)n1Cc1ccccc1
    5 | 1% | -19% | -4% | 8%[57.1 µM] | -2% | 4% | -10 | 0.1%
#49 COC(=O)c1sccc1NC(=O)c1ccc(Cl)s1
    -1 | 9% | -10% | -8% | 3% | 0% | 0% | 1 | 8.4%
#50 O=C(Nc1nnc(CCOCCOCCc2nnc(NC(=O)c3ccco3)s2)s1)c1ccco1
    0 | 8% | -5% | 2% | 5% | -4% | 1% | 1 | 1.1%
#51 Cc1cc(C)n(-c2cc(C(C)(C)C)nc3c(-c4ccc(Cl)cc4)cnn23)n1
    4 | -1% | -8% | ? | 3%[11.4 µM] | 4% | 0% | 3 | 0.3%
